# PTAP-TSG101 blk = qHTS Validation Assay for Inhibitors of HIV-1 Budding by Blocking the Interaction of PTAP/TSG101: Sytravon Library Screen; 44,000 tested, under 10 active; Tumor susceptibility gene 101 protein (Homo sapiens), Q99816; Potency, µM (highest dose often 115 µM), inactives show at the highest dose activity change, negative = inhibition, usual class: inhibitors; Fluorescence polarization, FITC-PTAP peptide/Tsg101, 20 min; note: potency is the fitted concentration of half-maximal effect; 0% is about no effect
#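 Fluorescence polarization: Tsg101 binding domain (10 uM final) in 10 mM HEPES pH 7.5, 0.15 M NaCl, 0.01% Tween 20, 3 mM EDTA, 0.1 mM TCEP; compounds pinned; FITC-PTAP peptide 50 nM final; 20 min, r.t.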
# FH mod = Identification of activators of human fumarate hydratase by quantitative high-throughput screening. FH coupled MDH/diaphorase resazurin fluorescence, 15 min. Potency, µM (top dose mostly 79.9 µM), without a hit: at the highest dose activity change, negative = inhibition, most hits filed as inhibitors. actives 0.22% (n = 54,000); note: potency is the fitted concentration of half-maximal effect; % is set by controls: 0 for no effect and ±100 for the full control effect; the screen sought activators but most active calls are inhibition curves; nearly all actives have a fitted effect of over 45% in size
# NTMT1 inhibitor = Primary qHTS for Inhibitors of N-terminal methyltransferase 1 (NTMT1): MTaseGlo Assay. N-terminal Xaa-Pro-Lys N-methyltransferase 1 (Homo sapiens), Q9BV86. NTMT1 MTase-Glo SAH luminescence, purified enzyme. Potency, µM (doses to about 114 µM), inactives show top-dose activity change, negative = inhibition, usual class: inhibitors. actives 2.5% (n = 59,000);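 note: potency is the fitted concentration of half-maximal effect; plate controls were DMSO vehicle for no effect and no enzyme for full effect; nearly all actives have a fitted effect of over 65% in size; many of its hits are not listed in these tables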
# Target sequence (Q9BV86 whole entry, looked up): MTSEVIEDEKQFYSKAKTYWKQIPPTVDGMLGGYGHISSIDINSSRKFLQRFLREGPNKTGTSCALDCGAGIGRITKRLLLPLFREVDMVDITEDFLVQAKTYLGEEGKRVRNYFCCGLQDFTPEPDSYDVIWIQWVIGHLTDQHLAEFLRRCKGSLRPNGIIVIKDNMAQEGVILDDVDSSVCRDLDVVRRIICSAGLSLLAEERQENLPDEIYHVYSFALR
# GALK inh = qHTS Assay for Inhibitors of Human Galactokinase (GALK): NCGC Sytravon Library Screen. P51570. recombinant GALK, Kinase-Glo ATP luminescence, 1 h. Potency, µM (top dose mostly 57.5 µM), for inactives: top-dose activity, negative = inhibition, usual class: inhibitors. 44,000 tested, under 10 active;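 note: plate controls were full GALK reaction for no effect and reaction lacking GALK for full effect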
# Target sequence (P51570 whole entry, looked up): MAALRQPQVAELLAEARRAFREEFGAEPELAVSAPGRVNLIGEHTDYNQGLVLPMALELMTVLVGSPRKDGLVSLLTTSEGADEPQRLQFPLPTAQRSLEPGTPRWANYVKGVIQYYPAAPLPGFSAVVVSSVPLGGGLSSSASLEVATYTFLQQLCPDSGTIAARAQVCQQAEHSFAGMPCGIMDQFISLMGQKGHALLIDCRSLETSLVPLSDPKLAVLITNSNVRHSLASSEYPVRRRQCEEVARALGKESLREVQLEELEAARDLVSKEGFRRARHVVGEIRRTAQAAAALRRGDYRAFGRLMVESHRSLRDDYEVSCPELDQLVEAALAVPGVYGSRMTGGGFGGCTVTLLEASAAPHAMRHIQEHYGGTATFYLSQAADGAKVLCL
#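 5 nM GALK with 35 µM ATP and 100 µM galactose in HEPES pH 8.0, MgCl2, NaCl, DTT, BSA; 1 h RT reaction, remaining ATP detected by Kinase-Glo Plus luminescence after 10 min; qHTS concentration series.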
# B2AR arrestin ag = qHTS assay of beta-arrestin-biased ligands of beta2-adrenergic receptor: NCGC Sytravon Library Screen; HTLA Tango cells, beta-arrestin recruitment, luciferase luminescence, 18 h; 44,000 tested, under 10 active; Potency, µM (titrated, usually from 46.1 µM), for the others: at the top dose activation, hits mostly activators;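 note: potency is the fitted concentration of half-maximal effect; 0% = DMSO and full agonism = EC100 isoproterenol or metaproterenol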
# Target sequence (P07550 whole entry, looked up): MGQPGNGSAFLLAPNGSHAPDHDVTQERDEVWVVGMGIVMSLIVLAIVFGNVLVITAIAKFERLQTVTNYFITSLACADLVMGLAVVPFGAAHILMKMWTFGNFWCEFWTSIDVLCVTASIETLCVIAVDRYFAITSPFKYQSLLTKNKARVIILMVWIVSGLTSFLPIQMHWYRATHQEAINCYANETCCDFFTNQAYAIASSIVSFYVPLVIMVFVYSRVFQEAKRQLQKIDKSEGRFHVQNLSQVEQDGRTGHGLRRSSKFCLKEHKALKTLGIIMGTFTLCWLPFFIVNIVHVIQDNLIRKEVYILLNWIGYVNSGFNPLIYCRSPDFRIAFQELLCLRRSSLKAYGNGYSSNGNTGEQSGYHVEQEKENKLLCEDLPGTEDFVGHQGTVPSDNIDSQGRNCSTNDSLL
#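 Ligand-induced beta-arrestin recruitment to recombinant beta2-AR is measured via a tTA-driven luciferase reporter in Tango cells after 18 hr compound exposure at 37 degrees C. Concentrations span up to 46 microM.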
# p53null 39C tox = qHTS Screen for Compounds that Selectively Target Cancer Cells with p53 Mutations: Cytotoxicity of p53 Null Cells at the Nonpermissive Temperature | H1299 p53-null (neo) cells, 39C, ATPlite viability, 24 h | Potency, µM (top dose mostly 46.1 µM), for the others: top-dose activity, negative = cell killing, actives largely listed as cytotoxic | actives 0.97% (n = 55,000);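 note: potency is the fitted concentration of half-maximal effect; 0% = DMSO only and -100% = full killing by 100 µM tamoxifen; nearly all actives have a fitted effect of over 50% in size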
#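 Following overnight plating at 37C (600 cells/well), H1299-neo or H1299-p53A138V cells are dosed up to 46 uM. Incubation lasts 24 hr at 39C before ATP detection.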
# p53null 32C kill = qHTS Screen for Compounds that Selectively Target Cancer Cells with p53 Mutations: Cytotoxicity of p53 Null Cells at the Permissive Temperature; AID 903, 2007; actives 0.62% (n = 55,000); Potency, µM (titrated, usually from 46.1 µM), for the others: at the highest dose activity change, negative = cytotoxicity, actives largely listed as cytotoxic; H1299-neo p53 null cells, ATP luminescence, 24 h, 32C;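 note: potency is the fitted concentration of half-maximal effect; 0% = DMSO only and -100% = full killing by 100 µM tamoxifen; nearly all actives have a fitted effect of over 55% in size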
#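 Cells lacking p53 (H1299-neo) are plated at 600 per well and allowed to settle overnight at 37C. Test compounds (up to 46 uM) are added and held 24 hours at 32C, then ATP is quantified by luminescence.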
# The depositor's hits bear a star; ? = inconclusive; . = no result given; [ ] = dose if it differs, or a comment. Calls come from the whole dose curve; as a rule, active = well fitted curve in the direction sought with a large enough effect; inconclusive = small, poorly fitted or top-dose-only effect, or another doubt; inactive = no such curve, though single readings can be large; an effect the other way counts as inactive or inconclusive. Only part of the results is shown (hit frequency here may not be typical).
structure | PTAP-TSG101 blk | FH mod | NTMT1 inhibitor | GALK inh | B2AR arrestin ag | p53null 39C tox | p53null 32C kill
O=C(Nc1ccc2oc(-c3cccnc3)nc2c1)c1ccc(-c2ccc(OC(F)(F)F)cc2)o1 | 4% | -4% | 50µM* | 1% | 0% | 12% | -2%
Cc1cccc(CSc2cn(CC(=O)N3CCCCC3)c3ccccc23)c1 | -4% | -15% | -6% | 1% | 0% | 4% | 14%
Cc1cc(=O)n(CC(=O)N2CCCCC2)c2c1c(C)nn2C | 3% | 6% | 6% | 1% | 0% | 8% | -1%
CCCCN(CC)CCNC(=O)C1CCN(c2nnc(C)c3c(C)n(-c4ccc(C)cc4)nc23)CC1 | 9% | -19% | -13% | 3% | 0% | -21% | 19%
CC(Oc1ccccc1)C(=O)Nc1nnc(S(=O)(=O)N2CCCCCC2)s1 (centres undefined) | 0% | 10% | 10% | 0% | 0% | 20% | 7%
COc1ccc(C(=O)c2c(N)c(C(=O)Nc3ccccc3Cl)c3ccccn23)cc1 | -6% | 6% | -7% | 2% | -3% | 3% | -2%
COc1ccc(OC)c(CNC(=O)CCCn2nc(C)c3c(C)n(-c4ccc(C)cc4)nc3c2=O)c1 | -14% | 3% | -1% | 0% | 0% | 3% | 8%
CCOC(=O)c1c(C)[nH]c(CCC(=O)NCc2cccc(C)c2)c1C | -2% | -14% | -2% | -2% | -1% | -7% | -7%
COc1ccc(Br)cc1Cn1nnc(C(=O)Nc2cccc(SC)c2)c1N | 1% | -9% | 12% | 9% | 1% | -13% | -7%
Cc1ccc2c(c1)c1c(c(=O)n(Cc3ccccc3)c(=O)n1Cc1cccc(F)c1)n2C | -2% | -7% | 2% | 1% | -1% | -10% | -4%
COc1ccc(N2CCN(C(=O)Cn3cnc4sc(C)c(S(=O)(=O)N5CCC(C)CC5)c4c3=O)CC2)cc1 | -8% | -25% | ? | 6% | 0% | -11% | 16%
Cc1cc(C)c(/C=C/c2onc(C)c2S(=O)(=O)N2CCC(C(=O)NCc3ccco3)CC2)c(C)c1 | 2% | -23% | 4% | -2% | 0% | 20% | 8%
CC(=O)c1ccc(NC(=O)C(C)n2nc(-c3ccccc3)ccc2=O)cc1 (centres undefined) | -1% | -2% | -4% | 8% | -1% | -16% | -6%
O=C(CSc1nc2c([nH]c3ccccc32)c(=O)n1-c1ccc(Cl)cc1)c1ccccc1 | -2% | 4% | 9% | 1% | 0% | 16% | -1%
COc1ccc(NC(=O)CN2CCCN(Cc3ccc(Cl)cc3)S2(=O)=O)cc1Cl | 1% | -23% | -13% | -2% | 0% | 17% | 21%
CC1CCc2c(sc(NC(=O)Cc3ccccc3)c2C(=O)Nc2ccc(Cl)cc2)C1 (centres undefined) | -2% | -22% | -1% | 0% | 0% | -16% | -1%
Cc1cc(N2CCN(C)CC2)nc2ccc(NC(=O)c3ccc(C(C)(C)C)cc3)cc12 | -2% | ? | -1% | -7% | 0% | 13µM* | 25µM*
Cc1ccc(-c2cn3cccc(C)c3n2)cc1NS(=O)(=O)c1ccccc1 | 4% | -17% | -2% | 7% | -2% | -11% | -8%
COC(=O)c1sc(-c2ccccc2)cc1NC(=O)Nc1ccccc1Cl | 1% | -16% | 1% | 1% | -4% | 20% | 7%
CCOc1ccccc1CNC(=O)CN1C(=O)CCn2nc(-c3cn(C)c4ccccc34)cc21 | 1% | -1% | -2% | -1% | -1% | -10% | -15%
CCOc1ccccc1N(CC(=O)NCCSc1ccccc1)S(=O)(=O)c1ccccc1 | -3% | 1% | 4% | -1% | 0% | 18% | 15%
CN(C(=O)CSc1cn(CC(=O)N2CCOCC2)c2ccccc12)c1ccccc1 | 2% | 3% | ? | -6% | -1% | -25% | 4%
Clc1ccc(CCNc2nc3ccccc3c3nc(-c4ccccc4)nn23)cc1 | 1% | -23% | -16% | -11% | 0% | 1% | -7%
Cc1ccc(C2CC(=O)n3nc(-c4cccc(C)c4)nc3S2)cc1 (centres undefined) | -4% | -8% | -5% | ? | 1% | 5% | 2%
COc1ccc(Nc2cc(C(=O)NCCc3ccccc3)c3ccccc3n2)cc1OC | -1% | 1% | 1% | 0% | -2% | 20% | 5%
COc1cc(/C=C(\C#N)C(=O)NCC2CCCO2)ccc1O (centres undefined) | 3% | -21% | -19% | 3% | -2% | -10% | 0%
Cc1ccc(CN2C(=O)N(c3ccc(C)c(Cl)c3)S(=O)(=O)c3ccccc32)cc1 | -2% | -27% | 3% | -5% | -2% | 10% | 2%
O=c1c2sccc2n(Cc2cc(=O)n3ccccc3n2)c(=O)n1-c1cc(F)ccc1F | 2% | 1% | ? | -1% | 1% | -10% | 1%
O=C(NCCCc1ccccc1)C1CCN(C(=O)N2CCOc3ccc(Cl)cc32)CC1 | 1% | 6% | 16% | -2% | -1% | -7% | 12%
CCCCc1ccc(NC(=O)c2cc(-c3ccc(C)c(F)c3)on2)cc1 | 4% | . | . | -12% | 0% | 3% | 8%
COc1cc(OC)c(N(C)C(=O)c2cn(C3CCCC3)c(=O)c3c2c2ccccc2n3C)cc1Cl | 1% | -30% | 0% | -7% | 0% | 26% | 52%[activator]
CN(C1CCCCC1)S(=O)(=O)c1ccc2c(c1)c(=O)c(C(=O)NCCc1ccccc1)cn2C | 3% | ? | 2% | 1% | 0% | 13% | 5%
COc1ccc(OC)c(NC(=O)CN2CCCN(Cc3cc(C)ccc3C)S2(=O)=O)c1 | 0% | ? | ? | 1% | 0% | -6% | -3%
CC(=O)Nc1ccc(NC(=O)C(Cc2ccccc2)N2Cc3ccccc3C2=O)cc1 (centres undefined) | 0% | -6% | 1% | 0% | -1% | -11% | 1%
Cc1cccc(-c2nc(CCNC(=O)c3ccco3)cs2)c1 | -5% | -7% | ? | 1% | 0% | 7% | ?
O=C(CSC1=Nc2ccccc2N=C(c2ccc(F)cc2)C1)NCc1ccc(Cl)cc1 | 0% | -9% | -1% | -3% | -1% | 10% | 36%[activator]
Cc1ccc(CNS(=O)(=O)c2ccc(C(=O)N(C)C)s2)cc1 | -4% | 1% | -6% | 2% | 0% | 15% | -2%
Cc1ccc(C)c(N2CCN(C(=O)CCS(=O)(=O)c3cc(Br)cc4c3N(C(=O)C3CC3)CC4)CC2)c1 | -1% | -6% | 4% | 2% | -2% | 6% | 1%
CCc1cccc(NC(=O)CSc2ncc3c(n2)-c2ccccc2N(CC)S3(=O)=O)c1 | 0% | 8% | -2% | -2% | 0% | -1% | -11%
CCc1ccc(S(=O)(=O)c2cn(Cc3ccccc3)c3cc(F)c(F)cc3c2=O)cc1 | -2% | -12% | -10% | -2% | 1% | -8% | -6%
Cc1c(Cl)cccc1NC(=O)CSc1nc(=O)n(Cc2ccncc2)c2c1CCC2 | -1% | -10% | 13% | 0% | -3% | 4% | -6%
CCOC(=O)c1c(C)[nH]c(C)c1S(=O)(=O)N1CCC(C(=O)NCc2ccc(F)cc2)CC1 | -3% | 12% | -5% | -2% | 0% | -8% | 7%
CCOc1ccc(CN(C(=O)c2cc(=O)c3cc(Cl)ccc3o2)C2CCS(=O)(=O)C2)cc1 (centres undefined) | -7% | -18% | 1% | 3% | -1% | 5% | 6%
CC(C)(C)OC(=O)N1CCC(c2c(C(=O)NC3CCCCC3)cnn2-c2cccc(F)c2)CC1 | -5% | 7% | -10% | 0% | 0% | -4% | 0%
O=C(O)c1cccc(-n2cnc3cccnc32)c1 | -10% | 2% | -1% | 6% | -3% | -21% | 5%
Cc1cc(C)cc(OCC(=O)N2CCC(c3nc4ccccc4o3)CC2)c1 | 2% | 5% | 2% | 1% | -3% | ? | 3%
CCC12CN3CC(C)(CN(C1)C3c1c(C)[nH]c3ccccc13)C2=O (centres undefined) | -4% | -18% | -4% | 8% | 0% | -22% | 2%
Cc1ccc(NC(=O)CSc2nc3c(oc4ccccc43)c(=O)n2Cc2ccco2)cc1F | -1% | 3% | ? | 0% | -1% | -7% | 2%

# Whole records, looked up by structure. Screens in order: PTAP-TSG101 blk, FH mod, NTMT1 inhibitor, GALK inh, B2AR arrestin ag, p53null 39C tox, p53null 32C kill
# Cc1c(Cl)cccc1NC(=O)CSc1nc(=O)n(Cc2ccncc2)c2c1CCC2 reads -1%, -10%, 13%, 0%, -3%, 4%, -6%
# Cc1ccc(NC(=O)CSc2nc3c(oc4ccccc43)c(=O)n2Cc2ccco2)cc1F reads -1%, 3%, ?, 0%, -1%, -7%, 2%
# CCOC(=O)c1c(C)[nH]c(C)c1S(=O)(=O)N1CCC(C(=O)NCc2ccc(F)cc2)CC1 reads -3%, 12%, -5%, -2%, 0%, -8%, 7%

# (further entries)
structure | PTAP-TSG101 blk | FH mod | NTMT1 inhibitor | GALK inh | B2AR arrestin ag | p53null 39C tox | p53null 32C kill
Cc1ccccc1C(=O)Nc1sc2c(c1C(=O)N1CCC(C)CC1)CCCC2 | -9% | -26% | 2% | 3% | -2% | 7% | -2%
CCCCn1c2ccc(F)cc2c2nnc(SCCN3CCCCC3)nc21 | -2% | -13% | -15% | -8% | 0% | -1% | 9%
COC(=O)c1cc(NC(=O)c2cnc(SC)nc2-c2ccccc2)cc(C(=O)OC)c1 | -5% | -19% | 11% | 0% | 8% | 27% | 34%[activator]
Cc1cccc(OCCSc2nc3ccc(NC(=O)COc4ccccc4C)cc3s2)c1 | -4% | -12% | 9% | -1% | -4% | -14% | -18%
CCOC(=O)c1c(C)oc2nc(C)nc(NCCc3ccc(C)cc3)c12 | 3% | ? | -1% | 3% | -1% | -6% | 0%
Cc1ccccc1NC(=O)c1c(NC(=O)Cc2ccccc2)sc2c1CCC2 | -1% | -2% | -19% | -1% | 1% | 2% | 7%
CCc1ccc(CNC(=O)c2cc3cc4ccc(OC)cc4nc3o2)cc1 | -3% | -4% | 0% | 8% | -1% | -17% | -3%
COc1ccc(-n2nnnc2C2CCN(S(=O)(=O)c3ccc(F)cc3Cl)CC2)cc1 | 1% | -21% | 16% | -5% | -1% | ? | 12%
CCN(CC)CCNC(=O)C1CCCN(c2nnc(C)c3c(C)n(-c4ccc(Cl)cc4)nc23)C1 (centres undefined) | -2% | ? | ? | 1% | 2% | 3% | 16%
Cc1cccc(C)c1NC(=O)C1CCN(S(=O)(=O)c2cccc3nsnc23)CC1 | -3% | 1% | 7% | 0% | 0% | 3% | -1%
COc1ccc(CCNS(=O)(=O)c2ccc(N3CCCCS3(=O)=O)cc2)cc1 | 6% | -16% | -11% | 4% | 1% | 14% | ?
Cc1ccc(CN2CCc3nc(N4CCN(C)CC4)ncc3C2)cc1 | -1% | 8% | 6% | -3% | 0% | 1% | -2%

# Screening results as filed in PubChem.
